Source: PubChem (several laboratories)
SR-BI DiI-HDL act: activators of SR-BI mediated DiI-HDL uptake, primary screen, ldlA[mSR-BI] CHO cells, DiI fluorescence. 3 h; 100 = double the neutral-control signal. 320,000 compounds, 0.096% hits. activation, % at 12.5 µM. AID 504775, 2011;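 active = mean replicate activation of at least 60% and every replicate at or above 60%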;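 note: 0% = median plate neutral-control signal and 100% = twice that signal; values of inactives mirror those of a sister screen read the other way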
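system = CHO ldlA[mSR-BI] cells, LDL receptor-null, SR-BI overexpressing | medium = Ham's F12 with 0.5% BSA, HEPES 25 mM, pH 7.4 | probe or stimulus = DiI-HDL 10 µg/mL | compound dosing = single-point compound dose | incubation = compound exposure 3 h, 37 °C | technique = DiI fluorescence, bottom read | read-out = cell-associated DiI fluorescence as measure of HDL uptake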
cardiac RTF act: cardiac RTF calcium sensitivity activators, primary screen, biochemical, IANBD-TnC fluorescence, EC20 calcium. Troponin I, cardiac muscle (Homo sapiens) + Troponin T, cardiac muscle (Homo sapiens) + …. IANBD-labeled TnC RTF fluorescence at EC20 calcium; 0% EC20 calcium, 100% full calcium. activation, % at 7.2 µM. 340,000 compounds, 0.24% hits;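 active = activation above the mean over all tested compounds plus 3 SD, cut at about 30% in these data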;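 note: rise in fluorescence read as greater calcium sensitivity of cardiac thin filaments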
MITF TRPM1 HTS: activators of MITF-driven TRPM1 promoter reporter, primary screen, cell-based, SK-MEL-5, luciferase, single point. SK-MEL-5 TRPM1-promoter luciferase, 24 h; % of positive control, neutral wells = 0. activation, % at 12.5 µM. 300,000 compounds, 0.75% hits. AID 588334, 2011;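 active = mean activation of at least 80% with every replicate also reaching 80%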;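 note: 0% = neutral control wells and 100% = parthenolide positive control wells; values of inactives mirror those of a sister screen read the other way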
Wnt act: Wnt/beta-catenin pathway activators, primary screen, cell-based, plate reader, single point; 300,000 compounds, 1.2% hits; Wnt/beta-catenin reporter cell assay, activator; activation, % at 9.35 µM; in the data active = activation above about 30%, passing the limit was not always enough;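 note: 0% = neutral control wells and 100% = positive control wells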
SR-BI HDL uptake: inhibitors of SR-BI mediated HDL lipid uptake, primary screen, ldlA[mSR-BI] cells, fluorescence, single point; AID 488896, 2010; ldlA[mSR-BI] CHO cells, DiI-HDL uptake fluorescence, 3 h; inhibition, % at 12.5 µM; 320,000 compounds, 0.96% hits; Scavenger receptor class B member 1 (Mus musculus), Q61009;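 active = mean replicate inhibition of at least 70% and a set share of replicates each scoring 70 or more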;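 note: 0% = median of neutral control wells and 100% = median of positive control wells; values of inactives mirror those of a sister screen read the other way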
Target sequence (Q61009 whole entry, looked up): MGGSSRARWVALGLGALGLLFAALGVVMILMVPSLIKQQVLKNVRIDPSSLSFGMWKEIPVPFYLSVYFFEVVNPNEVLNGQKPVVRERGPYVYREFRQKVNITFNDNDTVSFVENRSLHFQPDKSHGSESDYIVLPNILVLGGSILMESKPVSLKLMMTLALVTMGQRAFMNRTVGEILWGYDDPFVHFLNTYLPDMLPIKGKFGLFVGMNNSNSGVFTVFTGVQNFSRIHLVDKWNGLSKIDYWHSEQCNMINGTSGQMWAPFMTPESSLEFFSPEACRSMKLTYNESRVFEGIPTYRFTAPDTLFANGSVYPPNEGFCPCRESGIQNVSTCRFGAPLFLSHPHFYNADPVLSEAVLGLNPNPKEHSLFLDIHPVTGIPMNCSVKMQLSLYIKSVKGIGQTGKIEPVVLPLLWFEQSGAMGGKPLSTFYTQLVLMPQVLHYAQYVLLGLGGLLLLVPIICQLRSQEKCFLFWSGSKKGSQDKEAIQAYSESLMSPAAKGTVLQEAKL
CDK5 p35 inh: inhibitors of human CDK5/p35 kinase, primary screen, biochemical, single concentration. Recombinant CDK5/p35, ADP-Glo luminescence, 60 min. inhibition, % at 10 µM. 330,000 compounds, 0.01% hits. AID 488839, 2010;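 active = highest replicate inhibition of at least 50% and at least 75% of replicates reaching 50%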;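 note: plate controls were DMSO neutral control for no effect and GW8510 at 10 µM for full effect; many of its hits are not listed in these tables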
Rtt109 Vps75: inhibitors of C. albicans Rtt109/Vps75 HAT, primary screen, biochemical, ThioGlo CoA-SH fluorescence, plate reader; purified Rtt109/Vps75, 4 h; inhibition, % at 34.9 µM; 330,000 compounds, 0.16% hits;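 active = inhibition of at least 50% in every replicate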
dFosB act: activators of delta FosB homodimer, primary screen, biochemical, fluorescence polarization, TAMRA-CDK5 oligo, single point; purified delta FosB; percent of positive-control signal above neutral wells; activation, % at 25 µM; 340,000 compounds, 0.99% hits;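 active = mean activation above about 17%, with every replicate also reaching it, limit read from the data, passing the limit was not always enough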;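 note: fluorescence polarization rise as delta FosB binds a TAMRA Cdk5 AP-1 oligo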
Target sequence (P13346 whole entry, looked up): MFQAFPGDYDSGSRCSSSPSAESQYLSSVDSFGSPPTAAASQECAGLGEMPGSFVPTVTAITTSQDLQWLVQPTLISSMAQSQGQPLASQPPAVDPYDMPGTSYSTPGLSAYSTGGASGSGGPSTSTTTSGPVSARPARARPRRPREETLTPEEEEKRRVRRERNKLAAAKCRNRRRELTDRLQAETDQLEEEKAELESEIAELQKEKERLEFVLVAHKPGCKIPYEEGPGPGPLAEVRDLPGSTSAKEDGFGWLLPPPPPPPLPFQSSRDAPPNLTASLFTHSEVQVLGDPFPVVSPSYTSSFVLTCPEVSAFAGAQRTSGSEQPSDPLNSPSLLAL
PvdQ acylase: P. aeruginosa PvdQ acylase inhibitors, primary screen, biochemical, fluorescence, plate reader and imaging, single point; 340,000 compounds, 0.063% hits; purified PvdQ acylase; PvdQ acylase [Pseudomonas aeruginosa LESB58]; inhibition, % at 10 µM; in the data active = inhibition above about 30%, passing the limit was not always enough;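 note: 0% = vehicle neutral wells and 100% = reference inhibitor wells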
HTR5A ag: HTR5A agonists in luminescence cell assay, primary screen, counter-screen for OPRM1-OPRD1 heterodimer agonist project, full-deck HTS. 340,000 compounds, 0.61% hits. AID 504692, 2011. cell-based. activation, % at 9.3 µM. 5-hydroxytryptamine receptor 5A (Homo sapiens), P47898; in the data active = activation mostly above about 9.5%, no sharp cut-off; inactive = mostly below about 7.6%;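 note: 0% = cells with vehicle only and 100% = reference agonist; strong numbers were not always called active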
An asterisk follows results filed as active; nt = no result given. This is a random part of the collection. Share with any hit: about 4.4%.

The line under a structure holds: SR-BI DiI-HDL act	cardiac RTF act	MITF TRPM1 HTS	Wnt act	SR-BI HDL uptake	CDK5 p35 inh	Rtt109 Vps75	dFosB act	PvdQ acylase	HTR5A ag
CCCCN(C)CCNC(=O)CN1C(=O)CSc2ccc(S(=O)(=O)N3CCCC3)cc21
  14	0	13	-2	-14	nt	18	-5	1	0
N/C(=N/O)c1nc(N2CCCC2)nc(N(c2ccccc2)c2ccccc2)n1
  0	10	-5	nt	0	-0.8	2	-14	-7	-3
CCC1CCCCN1C(=O)c1ccc(OC2CCN(Cc3ccccn3)CC2)cc1 (stereo not drawn)
  -6	-3	13	1	6	-0.2	-7	-8	-8	9
CCOc1ccc(-n2c([S-])c(C(=O)Nc3ccc(S(=O)(=O)N4CCOCC4)cc3)[n+]3cc(C(N)=O)ccc23)cc1
  nt	5	3	-4	nt	1.0	nt	20*	14	3
COc1ccc(CNC(=O)C2CCN(c3nn4c(=O)cc(C)nc4s3)CC2)cc1
  -7	-2	-4	-1	7	0.6	16	-2	-7	4
COc1ccc(NC(=S)Nc2cccnc2)c(OC)c1
  5	-4	2	-1	-5	-7.0	1	1	-13	2
O=C(COC(=O)Cc1c[nH]c2ccccc12)Nc1cc(S(=O)(=O)N2CCOCC2)ccc1Cl
  -15	9	-7	-2	15	-2.5	6	-4	-9	-5
CC(=O)c1ccc(NC2CC(O)C(O)CO2)cc1 (stereo not drawn)
  4	6	1	6	-4	0.8	-5	-2	4	-1
O=C(Cn1ncn2c(cc3sccc32)c1=O)NC1CCCC1
  6	1	1	0	-6	-0.9	11	9	-2	-2
COC(=O)c1sc(NC(=O)COc2ccccc2OC)nc1C
  0	-4	-4	nt	0	-2.5	-3	-9	-7	1
Cc1ccc(-c2noc(CSc3nnc(-c4ccccc4)n3C)n2)cc1
  -2	-8	-4	nt	2	-1.4	-6	-10	-12	1
CC(C)(C)OC(=O)N1CCN(C(=O)c2[nH]cnc2C(=O)Nc2cccc(Cl)c2)CC1
  14	-3	2	-2	-14	2.1	-18	-4	-12	3
CSc1ccccc1NC(=O)COC(=O)CCC(=O)c1ccc(F)cc1
  11	-1	-8	5	-11	0.6	17	1	6	8.4*
O=C(O)/C=C/c1ccc(S(=O)(=O)N(CCO)CCO)cc1
  0	-4	-16	-4	0	0.4	-2	2	-6	0
COc1ccc(N(C(C)C(=O)Nc2ccc(S(=O)(=O)N3CCCCC3)cc2)S(C)(=O)=O)cc1 (stereo not drawn)
  nt	-2	-6	-1	nt	-8.4	3	-3	-14	-1
CCOC(=O)C1=C(C)N=C2SC(C(=O)OC)=CC(=O)N2C1c1ccc(F)cc1 (stereo not drawn)
  -17	3	-16	nt	17	-2.1	11	-15	-12	1
O=C(c1ccc(Br)cc1)c1cn[nH]c1-c1ccccc1O
  -11	2	11	3	11	0.6	nt	-7	-35	1
CCCC(=O)Nc1ccc(NC(=O)c2ccco2)cn1
  13	6	57	13	-13	-0.2	4	-2	-10	-4
CC(C)(/C=N/O)/[N+]([O-])=C/c1ccco1
  47	-4	-3	nt	-47	-0.2	-6	6	0	0
COc1ccccc1CNS(=O)(=O)c1ccc(Br)s1
  -9	3	4	-2	9	0.1	-3	1	1	-4
COc1ccc(NC(=O)/C=C/c2cc(Br)ccc2OC)cc1
  -74	-7	-19	nt	74*	-0.4	-4	3	-4	-5
COC(=O)C(NC(=O)C(C)Oc1ccccc1)C(C)C (stereo not drawn)
  -1	-4	11	-1	1	3.2	-6	-4	-7	0
COc1ccc(C2CC(=O)c3sc(NC(C)=O)nc3C2)cc1 (stereo not drawn)
  -1	-2	26	nt	1	nt	0	-9	-4	-3
O=C(Cn1c(=O)n(Cc2ccco2)c(=O)c2ccccc21)NCC1CCCO1 (stereo not drawn)
  -2	-1	-9	nt	2	-0.1	3	2	-17	-2
CN(C(=O)CN1C(=O)c2cc(Cl)c(Cl)cc2C1=O)C1CCS(=O)(=O)C1 (stereo not drawn)
  26	1	2	4	-26	-6.0	-6	-1	-12	4
CN1CCN(C(=S)Nc2ccc(Cl)c(Cl)c2)CC1
  -8	3	11	-1	8	-1.0	-18	-5	-5	2
CCN1C[C@@H]2[C@@H]3C(=O)N(C)C(=O)[C@@H]3[C@](Cc3ccccc3)(C1=O)N2C(=O)c1ccc(F)cc1
  12	-2	1	-2	-12	-0.6	3	-6	-9	-4
COc1ccc(Cl)cc1NC(=O)c1sc2nc(C)nc(N3CCOCC3)c2c1C
  -37	-4	-29	0	37	nt	-17	-9	-7	2
COc1cccc(NC(=O)CCc2nnc3ccc(N4CCC(C)CC4)nn23)c1
  -6	-7	-3	-1	6	0.4	-3	-9	-15	-2
CN(CC1CCCO1)S(=O)(=O)c1ccc(C(=O)Nc2ccc(S(N)(=O)=O)cc2)cc1 (stereo not drawn)
  16	-6	51	-8	-16	-0.8	-7	-6	-13	2
CCOC(=O)c1[nH]c2ccc(OC)cc2c1NC(=O)c1cccc(OC)c1
  -39	4	-2	nt	39	2.4	18	-8	8	3
COc1ccc(OC)c(NC=C2C(=O)OC(C)(C)OC2=O)c1
  -13	0	4	nt	13	0.2	-6	0	-8	-7
COc1ccc(CCn2ccc(O)c(Cc3c(F)cccc3Cl)c2=O)cc1OC
  -25	-1	-2	-4	25	1.2	0	-3	1	-3
O=C(COC(=O)/C=C/c1ccc([N+](=O)[O-])cc1)NCC1CCCCC1
  19	3	12	-1	-19	0.2	1	-1	3	-1
CCOC(=O)N1CCC(NC(=O)c2ccccc2C(=O)O)CC1
  13	-8	-12	1	-13	0.8	-1	2	-6	3
COc1ccc(CNCCS(=O)(=O)NCc2ccc(OC)cc2)cc1
  44	-5	-2	-1	-44	-2.3	-4	-1	-11	2
CCOCCCN1C(=O)CN(C2CCC(C)CC2)C(=O)C1c1ccc(C)cc1 (stereo not drawn)
  17	3	1	3	-17	-0.9	3	0	-14	0
COc1ccc(OCCNS(=O)(=O)Cc2ccccc2)cc1
  12	-7	-2	-3	-12	-0.9	4	2	2	2
O=C(CCCc1nc(-c2ccccc2)no1)NCc1cccnc1
  11	1	-13	0	-11	1.7	6	0	-2	1
Cc1noc(C)c1C(=O)Nc1nccs1
  0	-1	4	-2	0	1.9	1	-3	6	0
CC(Sc1nnc(C2CC2)n1C1CC1)C(=O)c1ccc(F)cc1 (stereo not drawn)
  -15	-6	4	-3	15	0.0	0	-4	-8	-2
O=C(COC(=O)c1cc([N+](=O)[O-])ccc1NCCO)c1ccccc1
  -33	-3	17	-3	33	-0.3	4	9	2	-3
CS(=O)(=O)N(CC(=O)Nc1ccc(CC#N)cc1)c1ccc(C23CC4CC(CC(C4)C2)C3)cc1
  53	-1	8	0	-53	-0.7	0	2	-14	5
O=C(Nc1nnc(C23CC4CC(CC(C4)C2)C3)s1)c1ccc(N2C(=O)CCC2=O)cc1
  11	3	9	-2	-11	0.5	1	-2	3	3
CC(C)OCCCNC(=O)Cn1nc(-c2ccccc2)ccc1=O
  23	13	-6	nt	-23	-0.1	nt	-1	-1	3

3 entries already listed, ordered by their value in cardiac RTF act, highest first.
Compound	cardiac RTF act
O=C(COC(=O)Cc1c[nH]c2ccccc12)Nc1cc(S(=O)(=O)N2CCOCC2)ccc1Cl	9
CN1CCN(C(=S)Nc2ccc(Cl)c(Cl)c2)CC1	3
CC(C)(C)OC(=O)N1CCN(C(=O)c2[nH]cnc2C(=O)Nc2cccc(Cl)c2)CC1	-3

More records follow:
The line under a structure holds: SR-BI DiI-HDL act	cardiac RTF act	MITF TRPM1 HTS	Wnt act	SR-BI HDL uptake	CDK5 p35 inh	Rtt109 Vps75	dFosB act	PvdQ acylase	HTR5A ag
CCc1ccc(-c2cc(C)no2)cc1S(=O)(=O)N1CCN(c2ccc(F)cc2)CC1
  -51	1	-21	-4	51	nt	5	-5	8	-2
COc1ccc(/C=C2/C(=O)N(Cc3ccccc3)N=C2C)cc1
  30	6	-4	2	-30	-2.2	2	-11	-3	3
CCOCCc1nnc(NC(=O)CCc2ccccc2)s1
  11	-3	3	-1	-11	0.7	-1	-7	5	-3
Cc1c(NC(=O)C2CCN(S(=O)(=O)c3cccs3)CC2)c(=O)n(-c2ccccc2)n1C
  5	3	-4	-2	-5	-3.8	-6	-2	-6	-1
Cc1cc(C(=O)COc2ccccc2C(N)=O)c(C)n1C1CC1
  -5	-5	23	39*	5	-0.8	-13	-5	-2	1
C=CCSc1nnc(NC(=O)c2ccc(S(=O)(=O)NCC3CCCO3)cc2)s1 (stereo not drawn)
  7	-5	-13	nt	-7	-0.4	4	-8	-6	3
CCOC(=O)N1CCC(NS(=O)(=O)c2ccc(C#N)cc2)CC1
  -2	nt	nt	-1	2	-0.1	12	2	-3	nt
CCOC(=O)c1c(NC(=O)COC)sc2c1CCCC2
  7	3	nt	3	-7	-1.2	0	-6	-15	2
Cc1c(NC(=O)c2ccc(Cl)s2)c(=O)n(-c2ccccc2)n1C
  nt	-3	5	nt	nt	-0.6	-9	3	-2	3
O=C(CSc1nc2[nH]ncc2c(=O)[nH]1)Nc1ccc(Cl)cc1
  20	-2	4	-1	-20	0.0	-4	-5	-12	-6
Cc1ccc2nc(CSc3nc(C)nc4c3oc3ccccc34)[nH]c2c1
  -5	2	-30	2	5	0.4	6	-2	-12	-3
CCCSc1nnc(-c2ccccc2N)c(=O)[nH]1
  22	-4	66	nt	-22	0.0	-14	-3	-11	7
Cn1ncc(N=Cc2ccccc2[N+](=O)[O-])c1C(N)=O
  -9	-2	2	4	9	0.8	1	-2	-8	7
COc1cc(S(=O)(=O)Nc2ccc3cn[nH]c3c2)ccc1Cl
  5	-4	-18	-1	-5	2.3	6	3	13	6
CCN(CC(=O)Nc1c(F)cccc1F)C(=O)c1cccc(-n2cccc2)c1
  22	0	2	-1	-22	0.7	11	-5	4	-5
COc1cccc(OC)c1C(=O)N1CCN(c2c(Cc3ccccc3)c(C)nc3ncnn23)CC1
  4	-1	-16	-3	-4	-0.9	10	-2	-5	-2
CCOc1ccc(NC(=O)CN(c2cc(C)cc(C)c2)S(=O)(=O)c2c(C)noc2C)cc1
  12	-2	13	-2	-12	2.3	6	-14	4	2
O=c1ccnc(SCn2nnc3ccccc3c2=O)[nH]1
  15	-6	-6	nt	-15	-0.3	-4	-4	-7	1
O=C1CC(c2ccc(Cl)cc2)Oc2ccc(Cl)cc21 (stereo not drawn)
  18	-3	29	-8	-18	-1.1	7	-1	-14	1
